# APEX1 inh – inhibitors of human APE1 endonuclease | actives 0.35% (n = 350,000) | AID 2517 | P27695 | Potency, µM (top dose mostly 65.8 µM), inactives show top-dose activity change, negative = inhibition, hits mostly inhibitors | recombinant APE1, TAMRA/BHQ-2 abasic DNA cleavage fluorescence;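 further: plate controls were vehicle for no effect and reference inhibitor for full effect; nearly all actives have a fitted effect of over 55% in size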
#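 Enzyme (0.75 nM final) and test compound are incubated 15 min at room temperature before adding 50 nM quenched THF abasic-site duplex. Cleavage dequenches TAMRA, followed at 525/598 nm over three reads one minute apart.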
# BLM helicase inh – blocks DNA unwinding by human BLM helicase | P54132 | Potency, µM (doses to about 56.1 µM), without a hit: top-dose activity change, negative = inhibition, hits mostly inhibitors | recombinant BLM DNA unwinding, fluorescence dequenching | actives 0.2% (n = 350,000) | AID 2528;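 further: plate controls were vehicle for no effect and no enzyme for full effect; nearly all actives have a fitted effect of over 35% in size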
# G9a block – inhibitors of human histone lysine methyltransferase G9a; Q96KQ7; Potency, µM (highest dose often 102 µM), for inactives: at the highest dose activity, negative = inhibition, most hits filed as inhibitors; actives 8.8% (n = 350,000); G9a H3K9 monomethylation, AlphaScreen, 2 h; further: on the % scale 0 is the no-effect control and ±100 the full control effect; nearly all actives have a fitted effect of over 75% in size
#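 AlphaScreen detection with an anti-monomethyl H3K9 antibody quantified product after a 2 h room-temperature reaction containing 500 nM biotinylated H3K9 peptide, 20 µM SAM and 20 nM enzyme, which had been preincubated 15 min with compound.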
# Pol kappa inh – blocks human DNA polymerase kappa activity; AID 588579; Potency, µM (top dose mostly 107 µM), for the others: at the highest dose activity, negative = inhibition, actives largely listed as inhibitors; purified Pol kappa, fluorescent DNA synthesis assay, 10 min; Q9UBT6; actives 0.53% (n = 400,000); further: on the % scale 0 is the no-effect control and ±100 the full control effect
# Target sequence (Q9UBT6 whole entry, looked up): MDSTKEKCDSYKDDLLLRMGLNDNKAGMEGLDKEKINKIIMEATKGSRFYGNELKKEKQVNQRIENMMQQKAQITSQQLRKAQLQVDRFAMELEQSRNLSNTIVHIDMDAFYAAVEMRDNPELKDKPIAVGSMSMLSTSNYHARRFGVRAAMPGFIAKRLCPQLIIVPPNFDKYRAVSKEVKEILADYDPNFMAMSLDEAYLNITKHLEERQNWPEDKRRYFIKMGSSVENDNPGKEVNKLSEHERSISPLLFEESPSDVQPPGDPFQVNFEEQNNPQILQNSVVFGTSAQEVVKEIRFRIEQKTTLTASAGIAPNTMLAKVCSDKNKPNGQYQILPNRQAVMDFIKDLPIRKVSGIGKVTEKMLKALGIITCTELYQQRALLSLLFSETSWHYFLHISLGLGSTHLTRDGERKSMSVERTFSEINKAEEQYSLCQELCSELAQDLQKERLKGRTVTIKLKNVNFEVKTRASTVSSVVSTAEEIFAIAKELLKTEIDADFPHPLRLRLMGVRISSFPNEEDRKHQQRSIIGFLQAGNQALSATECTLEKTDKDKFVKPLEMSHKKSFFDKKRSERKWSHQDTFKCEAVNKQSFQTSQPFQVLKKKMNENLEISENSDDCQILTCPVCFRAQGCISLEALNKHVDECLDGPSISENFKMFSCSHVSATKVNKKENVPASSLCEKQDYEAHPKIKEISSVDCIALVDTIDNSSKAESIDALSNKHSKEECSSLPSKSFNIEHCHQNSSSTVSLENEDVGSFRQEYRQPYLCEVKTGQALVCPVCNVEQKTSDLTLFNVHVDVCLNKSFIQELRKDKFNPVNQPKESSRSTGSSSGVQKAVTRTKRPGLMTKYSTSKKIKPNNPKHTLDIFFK
#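 Kinetic fluorescence readout at 0 and 10 min followed reaction start with substrate at 50 nM final. Beforehand, enzyme (10 nM Pol kappa) stood 15 min with compound at room temperature; buffer-only wells were negative controls.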
# BAZ2B inh – blocks human BAZ2B. Q9UIF8. AlphaScreen BAZ2B-H3K14Ac peptide displacement. Potency, µM (highest dose often 114 µM), for the others: top-dose activity change, negative = inhibition, most hits filed as inhibitors. actives 4.4% (n = 360,000). AID 504333; further: on the % scale 0 is the no-effect control and ±100 the full control effect; nearly all actives have a fitted effect of over 60% in size
#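 Compounds, titrated to a top concentration of 110 uM, were incubated 30 min at room temperature with preformed BAZ2B/acetyl-K14 H3 peptide complex (50 nM each). Proximity signal was measured by AlphaScreen after 20 min with beads.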
# JMJD2A Tudor – inhibitors of human JMJD2A Tudor domain; AlphaScreen JMJD2A-Tudor / H3K4me3 peptide binding; Potency, µM (titrated, usually from 114 µM), inactives show at the top dose activity change, negative = inhibition, most hits filed as inhibitors; O75164; actives 4.4% (n = 390,000); further: on the % scale 0 is the no-effect control and ±100 the full control effect; nearly all actives have a fitted effect of over 50% in size
# POLI inh – blocks human DNA polymerase iota activity; Q9UNA4; Pol iota fluorescent replication assay, 10 min; Potency, µM (highest dose often 115 µM), inactives show at the highest dose activity, negative = inhibition, most hits filed as inhibitors; actives 1% (n = 390,000)
#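 Pol iota at 10 nM preincubated 15 min with compounds at room temperature; reaction started with fluorescent substrate, 50 nM final. Fluorescence read kinetically at 0 and 10 min; buffer-only wells as negative control.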
# POLB inh – inhibitors of human DNA polymerase beta | AID 485314 | Potency, µM (series often up to 114 µM), for inactives: at the highest dose activity change, negative = inhibition, actives largely listed as inhibitors | Pol beta primer extension/strand displacement, fluorescence kinetic | actives 1.3% (n = 340,000); further: on the % scale 0 is the no-effect control and ±100 the full control effect
#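 Pol beta (10 nM) and compounds were preincubated 15 min at room temperature, then 50 nM substrate (final) started primer extension/strand displacement. Reads were taken at 0 and 10 min; concentration-response data were fitted to a four-parameter Hill equation.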
# Pol eta inh – DNA polymerase eta (human) inhibition | AID 588591 | Q9Y253 | actives 1.2% (n = 390,000) | recombinant Pol eta, fluorescent DNA replication assay | Potency, µM (series often up to 114 µM), for the others: at the top dose activity change, negative = inhibition, actives largely listed as inhibitors; further: on the % scale 0 is the no-effect control and ±100 the full control effect
#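 Pol eta at 10 nM preincubated with compounds 15 min at room temperature; reaction started with fluorescent substrate (50 nM final) and read kinetically at 0 and 10 min.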
# Active calls of the source: *; u = inconclusive; x = no result given; & = joins results of further samples; [ ] = dose if it differs, or a comment. The call rests on the fitted dose curve; in most records, active means well fitted curve in the direction sought with a large enough effect; inconclusive means small, poorly fitted or top-dose-only effect, or another doubt; inactive means no such curve, though single readings can be large; an effect the other way counts as inactive or inconclusive. Potency means the concentration at half of the fitted maximal effect. The list is partial (hit frequency here may not be typical).
SMILES,APEX1 inh,BLM helicase inh,G9a block,Pol kappa inh,BAZ2B inh,JMJD2A Tudor,POLI inh,POLB inh,Pol eta inh
Fc1ccccc1N1CCN(C2CCCN(Cc3cccc(C(F)(F)F)c3)C2)CC1 (stereo not given),-4%,-3%,-9%,-5%,-35%,-32%,38%[activator],5%,-22%
CC(=O)OCC(=O)[C@@]1(O)CC[C@H]2[C@@H]3CCC4=CC(=O)CC[C@]4(C)[C@H]3C(=O)C[C@@]21C,-4%&-5%,0%,u,9%[60.1 µM],2%,-1%,15%,4%,-15%
CCOC(=O)CN(C(=O)CSc1nnc(C)n1-c1ccccc1)c1cccc([N+](=O)[O-])c1,u,2%,4%[2.33 µM],-4%,7%,-2%,42%[activator],10%,-12%
COc1ccccc1/C=N/N1CCN(Cc2ccccc2Cl)CC1,32%,-8%,8%[0.501 µM],-4%,45µM*,45µM*,105%[activator],10%,u
O=C(CNS(=O)(=O)c1cccc(Cl)c1)OCc1csc(-c2ccccc2)n1,-6%,-7%,23%,-7%,-5%,-3%,-13%,2%,-10%
O=C(NCc1cccnc1)NC1CCCN1S(=O)(=O)c1ccc(Cl)cc1 (stereo not given),5%,-3%,-3%[59 µM],-1%,-21%,-1%,-2%,0%,-10%
CCOc1cc(/C=N/NC(N)=O)cc(Br)c1OCc1ccccc1,17%,-4%,-1%[0.0925 µM],-1%,15%,-15%[11.4 µM],-7%,5%,28%
COc1ccc(NC(=O)CCN(c2ccc(OC)cc2)S(=O)(=O)c2ccc(C)c(C)c2)cc1,x,x,x,-9%,x,-17%,-2%,x,-18%
CCOc1ccccc1NC(=O)Cn1nnc(C(=O)NCc2ccc3c(c2)OCO3)c1N,-18%,-11%,10%,-19%,-33%,-26%,u,-1%,-3%
Cc1ccc(C(=O)NC(=S)Nc2ccc3c(c2)OCCO3)c(C)c1,-7%,-7%,u,-13%,u,u,-7%,2%,-15%
COC(=O)c1ccc(Cn2nc(-c3ccc(C)cc3)ccc2=O)cc1,-4%,-1%&-1%,-5%[2.33 µM],11%&5%,11%&12%,-5%&-1%,28%&1%,36%&16%,-6%&-1%
Cc1ccccc1Oc1cc(NC(=O)CCCn2nc(C)c([N+](=O)[O-])c2C)cc([N+](=O)[O-])c1,-2%,-7%,-16%[59 µM],-17%,u,u,-13%,-9%,-14%
CCc1c(C)sc2nc3c(C(=O)N4CCOCC4)cc(C(=O)c4cc(F)ccc4O)cn3c(=O)c12,-2%,-10%,u,-23%,x,u,92%[activator],0%,-20%
CCCOc1ccc(C(=O)Nc2ccc3oc(-c4ccc(N(C)C)cc4)nc3c2)cc1,x,-9%,-19%[59 µM],-13%,-1%,-15%,-8%,0%,-9%
CCc1noc(C)c1C(=O)Nc1cc(S(=O)(=O)N2CCOCC2)ccc1N1CCN(CC)CC1,14%,x,27%[2.33 µM],-1%,-7%,-19%,19%,x,-2%

# Quoted from the listing:
# For JMJD2A Tudor, O=C(CNS(=O)(=O)c1cccc(Cl)c1)OCc1csc(-c2ccccc2)n1 has the entry -3%
# For Pol eta inh, CCOc1ccccc1NC(=O)Cn1nnc(C(=O)NCc2ccc3c(c2)OCO3)c1N has the entry -3%
# For POLI inh, COC(=O)c1ccc(Cn2nc(-c3ccc(C)cc3)ccc2=O)cc1 has the entry 28%&1%

# (list continues)
SMILES,APEX1 inh,BLM helicase inh,G9a block,Pol kappa inh,BAZ2B inh,JMJD2A Tudor,POLI inh,POLB inh,Pol eta inh
CCOc1ccccc1NC(=O)Nc1ccc2c(c1)OCO2,-7%,-16%,x,1%,u,-23%,u,12%,-27%
CC1CC1C(=O)Nc1cc(C(F)(F)F)ccc1N1CCOCC1 (stereo not given),-5%,-4%,-10%[12.7 µM],-14%,-1%,-11%,9%,-6%,-9%
Cc1ccc(C(=O)C2CCN(CC(=O)N3CCN(c4ccc(F)cc4)CC3)CC2)cc1,-3%,-3%,6%[59 µM],-14%,u,-33%,46%[activator],10%,-18%
COc1ccc(C)cc1-n1nnnc1SCC(=O)c1ccc2c(c1)OCCO2,-4%,-4%,44%[59 µM],-11%,8%,-17%,24%,4%,1%
CN(Cc1ccco1)C(=O)c1ccc(S(=O)(=O)N2CCCCCC2)cc1,1%,x,17%[2.33 µM],1%,-8%,-11%,16%,x,-7%
COc1cc([N+](=O)[O-])ccc1NC(=O)NCc1cccnc1,-15%,-4%,35%,2%,-22%,-1%,-4%,-7%,-24%
Cc1cccc(N(C(=O)c2snc(C(N)=O)c2N)C(C(=O)NC2CCCC2)c2ccncc2)c1 (stereo not given),9%,-9%,25%,0%,-13%,-11%,122%[activator],32%,-16%
O=C1CCCc2oc3ccc(O)cc3c21,-3%,-14%,12%[59 µM],-3%,2%,-12%,23%,12%,-19%
O=C(NN=C1CCCC1)C(=O)Nc1cccc(C(F)(F)F)c1,-4%,-2%,10%[59 µM],-2%,5%,-18%,16%,33%,-6%
COc1ccccc1NC(=O)c1ccc(NS(=O)(=O)c2ccc(F)c(Cl)c2)cc1,-1%,-4%,1%[59 µM],-6%,-5%,7%[57.1 µM],11%,-2%,-17%
CN(C)Cc1ccccc1Sc1cccc2ccccc12,4%,23%,u,-5%,u,-32%,-29%,6%,-23%
Cc1ccc(/C(O)=C2/C(=O)C(=O)N(CCCn3ccnc3)C2c2ccccn2)cc1 (stereo not given),-1%,0%,8%,x,-19%,x,x,19%,x
CC(OC(=O)c1ccc(Cl)c(S(=O)(=O)N2CCOCC2)c1)C(=O)NC1CCCCC1C (stereo not given),-17%,-4%,15%[0.501 µM],-15%,-19%,3%,19%,-2%,-4%
COc1ccc(CCC(=O)NC2CCCc3ccccc32)cc1OC (stereo not given),-13%,2%,-19%,-3%,3%,13%,55%[activator],28%,-20%
OCCC1CN(Cc2ccc(Oc3ncccn3)cc2)CCN1C1CCCCC1 (stereo not given),-1%,-3%,-2%[59 µM],4%,-4%,-9%,45%[activator],23%,-22%
COc1cc(NC(=O)c2sc(C)nc2C)c(OC)cc1NC(=O)c1ccccc1,-6%,0%,-1%,-7%,-5%,-22%,17%,35%,-5%
Cc1cc(C)nc(N2CCCC(C(=O)Nc3ccc4c(c3)OCCO4)C2)n1 (stereo not given),1%,-6%,-39%,-4%,-4%,-19%,-10%,24%,-12%
C/C=C/Cn1c(Br)nc2c1c(=O)[nH]c(=O)n2C,3%,2%,-9%[59 µM],-2%,-2%,-11%,0%[58.9 µM],8%,-9%
CCC(C)[C@H](NC(=O)Nc1ccc2c(c1)OCCO2)C(=O)OC (stereo not given in full),22%,-4%,-6%[59 µM],0%,-2%,-2%,2%,2%,-16%
Cn1cc(CN(CCCN2CCOCC2)C(=S)Nc2cccc(Cl)c2)c2ccccc21,-9%,-7%,79µM*,-21%,u,u,2%,1%,-10%
COc1ccc(-n2c(C)cc(C(=O)COC(=O)c3cc(OC)c(OC)cc3NC(=O)c3cccs3)c2C)cc1,0%,-5%,-12%,-4%,-22%,-17%,116%[activator],-22%,-19%
COCCNC(=O)C1(S(=O)(=O)c2ccccc2)CC=CC1,19%,-2%,-8%,2%,5%,-14%,u,23%,3%
O=C(CS(=O)(=O)c1cn(CC(=O)N2CCOCC2)c2ccccc12)Nc1ccccc1,-3%,1%,u,-3%,x,9%,10%,-1%,-10%
O=C(c1cc(C2CC2)on1)N1CCCC(N2CCN(c3ccc(F)cc3)CC2)C1 (stereo not given),50%[activator],-2%,-23%,5%,-14%,-12%,21%,4%,-9%
CC(=O)NS(=O)(=O)c1ccc(NC(=O)NC2CCCCC2)cc1,11%,1%,24%[2.33 µM],-2%,-4%,5%,5%,26%,-11%
CCCn1nc(C(=O)NNC(=O)C2CSC3(C)CCC(=O)N23)c2ccccc2c1=O (stereo not given),-10%,x,-2%,6%,-7%,-1%,16%,x,-18%
Cc1ccc(CN2C(=O)CCC2C(=O)NCc2ccc3c(c2)OCO3)cc1 (stereo not given),2%,-2%,22%[0.501 µM],-2%,-35%,-15%,10%,10%,3%
O=C1c2ccc(-c3ccc4c(c3)C(=O)N(CCO)C4=O)cc2C(=O)N1CCO,1%,-1%,25%[12.7 µM],-11%,-17%,-16%,-13%,-20%,2%
COc1ccc(CC(=O)Nc2ccc(-c3csc(C)n3)cc2)cc1,-2%,0%,15%[2.33 µM],7%,4%,-9%,4%,0%,-6%
O=C(CCS(=O)(=O)c1ccccc1)Nc1ccc(N2CCOCC2)cc1,-8%,-3%,56µM*,-15%,-26%,-26%,24%,5%,9%
Cc1ccc(NC(=O)CSc2nc(=O)cc(N)n2-c2ccccc2)cc1,0%,0%&0%,2%[59 µM],-2%&-2%,-3%&-21%,2%&-6%,-15%&16%,0%&-20%,2%&8%
O=C(COC(=O)c1ccc(Br)o1)NCC1CCCCC1,-21%,x,x,-18%,x,-5%,30%,x,-10%
C=CCNC(=S)N1CCC(C(N)=O)CC1,3%,1%,0%,-3%,2%,-12%,143%[activator],22%,-23%
COc1ccc(C2c3c(oc4ccccc4c3=O)C(=O)N2Cc2ccncc2)cc1OC (stereo not given),x,x,x,-6%,x,-5%,20%,x,1%
CC(C)(C)c1ccc(Oc2ccc(NC(=O)c3ccccc3C(=O)O)cn2)cc1,-1%,-7%,56µM*,15%,-22%,-18%,-10%,3%,-6%
Cn1cnc(S(=O)(=O)Nc2ccc(C(F)(F)F)cc2)c1,22%,2%,7%[12.7 µM],-13%,-2%,-19%,3%,0%,-5%
C=CCN1C(=O)C(CC(=O)NCC)SC1=Nc1ccc(S(N)(=O)=O)cc1 (stereo not given),2%,2%,8%[59 µM],-4%,0%,u,7%,1%,-9%
O=c1c2sc3ccccc3c2n(Cc2ccccc2F)c(=O)n1CCc1ccccc1,x,-6%,1%[59 µM],-19%,-7%,-12%,20%,7%,-7%

# High-throughput results as filed in PubChem BioAssay.
